Epigenetic mod: epigenetic modulators derepressing GFP locus in mouse cells; mouse C127i GFP locus derepression, cytometry, 30 h; Potency, µM (highest dose often 46.1 µM), inactives show top-dose GFP derepression (activation); 68,000 compounds, 0.09% hits; AID 597; also: % of control where 0% means no effect
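Derepression screen: silenced CMV-GFP reporter in murine C127i cells, 30 h compound incubation at 37 C, washed cells imaged by laser-scanning cytometer to enumerate GFP-expressing objects of 20 to 120 um.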
Caspase-1 inhib: blocks human caspase-1 allosterically or competitively | Caspase-1 enzyme, Ac-WEHD-AFC fluorogenic rate | P29466 | Potency, µM (titrated, usually from 57.5 µM), for the others: top-dose activity change, negative = inhibition, hits mostly inhibitors | 75,000 compounds, 0.03% hits | AID 900;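 also: potency is read from the fitted curve at half-maximal effect; plate controls were vehicle for no effect and no substrate for full effect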
A350 autofl: compound fluoresces in the Alexa 350 spectral region | 59,000 compounds, 11% hits | Compound autofluorescence, 340/450 nm, Alexa 350 dye-equivalents; hits give high values | AID 590 | max dye-equivalent concentration, M; in the data active = max dye-equivalent concentration above about 10 nM; inconclusive = mostly about 1.1 nM to 9.6 nM
USP2a inh: USP2a (human) protease inhibition; O75604; USP2a enzymatic assay, qHTS inhibition; Potency, µM (series often up to 38.3 µM), inactives show at the highest dose activity change, negative = inhibition, usual class: inhibitors; 60,000 compounds, 0.1% hits;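 also: potency is read from the fitted curve at half-maximal effect; nearly all actives have a fitted effect of over 60% in size; plate controls were DMSO for no effect and NEM full inhibition control for full effect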
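20 nM USP2 core + cpd, 30 min RT; add 20 nM Ub-PLA2/20 uM NBD C6-HPC; read Ex460/Em535 at 0 h and 2.5 h. Normalized to NEM; qHTS curve fit/classification.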
BRCT inh red: BRCT-phosphoprotein interaction inhibition (red fluorophore); P38398; BRCT-phosphopeptide binding, red fluorescence polarization; Potency, µM (series often up to 76.9 µM), inactives show at the top dose activity change, negative = inhibition, actives largely listed as inhibitors; 75,000 compounds, 0.03% hits; also: % is scaled to controls: 0 for no effect and ±100 for the full control effect
Target sequence (P38398 whole entry, looked up): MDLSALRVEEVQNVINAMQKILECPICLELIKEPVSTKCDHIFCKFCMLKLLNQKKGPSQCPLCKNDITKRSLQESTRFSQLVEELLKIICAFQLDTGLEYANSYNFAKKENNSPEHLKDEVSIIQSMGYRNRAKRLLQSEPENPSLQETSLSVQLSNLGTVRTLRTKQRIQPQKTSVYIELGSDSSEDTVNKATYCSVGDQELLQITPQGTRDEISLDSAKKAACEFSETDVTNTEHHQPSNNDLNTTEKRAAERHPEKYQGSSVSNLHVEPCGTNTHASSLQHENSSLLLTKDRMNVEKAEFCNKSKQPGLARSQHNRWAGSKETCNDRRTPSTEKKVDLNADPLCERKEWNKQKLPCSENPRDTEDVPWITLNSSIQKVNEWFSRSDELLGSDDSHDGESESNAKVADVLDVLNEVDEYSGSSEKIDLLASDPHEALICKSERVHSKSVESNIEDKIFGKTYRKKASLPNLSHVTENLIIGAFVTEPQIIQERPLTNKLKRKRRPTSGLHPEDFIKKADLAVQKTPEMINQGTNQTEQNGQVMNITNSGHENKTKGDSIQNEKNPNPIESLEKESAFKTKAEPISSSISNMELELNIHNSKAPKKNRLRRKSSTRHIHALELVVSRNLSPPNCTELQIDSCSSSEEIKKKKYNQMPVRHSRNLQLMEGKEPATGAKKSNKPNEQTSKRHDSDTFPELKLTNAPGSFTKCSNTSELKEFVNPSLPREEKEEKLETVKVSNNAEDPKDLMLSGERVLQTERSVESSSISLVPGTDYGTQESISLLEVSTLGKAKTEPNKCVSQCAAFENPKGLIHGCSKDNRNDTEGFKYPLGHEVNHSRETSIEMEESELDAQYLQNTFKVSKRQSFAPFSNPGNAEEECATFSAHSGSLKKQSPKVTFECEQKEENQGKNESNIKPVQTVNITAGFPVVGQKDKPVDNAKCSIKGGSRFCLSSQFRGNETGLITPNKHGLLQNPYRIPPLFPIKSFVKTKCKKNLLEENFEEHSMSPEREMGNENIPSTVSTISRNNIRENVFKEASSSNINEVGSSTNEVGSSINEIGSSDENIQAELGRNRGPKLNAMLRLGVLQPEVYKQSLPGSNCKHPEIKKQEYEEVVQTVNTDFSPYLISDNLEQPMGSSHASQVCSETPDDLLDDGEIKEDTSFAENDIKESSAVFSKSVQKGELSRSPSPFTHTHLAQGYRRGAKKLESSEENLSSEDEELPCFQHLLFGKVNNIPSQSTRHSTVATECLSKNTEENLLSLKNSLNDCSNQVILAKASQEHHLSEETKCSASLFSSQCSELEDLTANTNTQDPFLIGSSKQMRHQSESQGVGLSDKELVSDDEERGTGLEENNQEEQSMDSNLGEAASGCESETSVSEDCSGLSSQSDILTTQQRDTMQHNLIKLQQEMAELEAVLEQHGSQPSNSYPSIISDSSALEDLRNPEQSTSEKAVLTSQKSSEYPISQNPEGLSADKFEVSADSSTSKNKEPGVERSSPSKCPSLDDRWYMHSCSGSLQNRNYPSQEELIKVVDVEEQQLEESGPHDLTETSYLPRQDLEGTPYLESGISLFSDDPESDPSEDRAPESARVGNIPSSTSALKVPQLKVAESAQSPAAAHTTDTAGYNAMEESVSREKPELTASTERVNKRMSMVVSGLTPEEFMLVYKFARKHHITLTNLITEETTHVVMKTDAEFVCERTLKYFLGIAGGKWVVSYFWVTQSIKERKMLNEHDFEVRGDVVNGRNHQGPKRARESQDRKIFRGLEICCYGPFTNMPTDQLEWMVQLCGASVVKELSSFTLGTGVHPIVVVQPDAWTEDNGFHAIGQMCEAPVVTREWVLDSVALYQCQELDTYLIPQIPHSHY
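Fluorescence polarization: 100 nM His-tagged BRCA1 BRCT with 100 nM TAMRA-labelled phospho-BACH1 decapeptide, phosphate buffer pH 7.3 with 150 mM NaCl, DTT, 0.01% Tween 20; 12 min RT. Binding inhibition seen as FP decrease.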
Fluorescein fluor: fluorescein region autofluorescence; 59,000 compounds, 0.91% hits; max fluorescein-equivalent concentration, M; Compound autofluorescence, 480/540 nm, fluorescein-equivalent; hits give high values; AID 593; in the data active = max fluorescein-equivalent concentration above about 10 nM; inconclusive = between about 1.1 nM and that limit
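Read-out is intrinsic compound fluorescence at 480/540 nm (excitation/emission), expressed as dye-equivalent concentration using a fluorescein standard series run on every plate. Compounds sat 15 min at room temperature in 100 mM Tris, pH 8.0.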
HEK293 cAMP cs: raises cAMP in parental HEK293 cells, TSHR agonist counter-screen. 73,000 compounds, 2.5% hits. Potency, µM (top dose mostly 57.1 µM), for inactives: at the top dose activation, usual class: activators. parental HEK293 CNG cAMP sensor, membrane potential fluorescence; also: potency is read from the fitted curve at half-maximal effect; % of control where 0% means no effect; nearly all actives have a fitted effect of over 55% in size
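Counterscreen for endogenous-receptor signalling: CNG-channel HEK 293 cells report cAMP rise by membrane depolarization. After 60 min dye equilibration with 100 uM RO 20-1724, compounds incubated 30 min before bottom-read fluorescence at 590 nm.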
UbGFP stabilizer: proteasome inhibitors stabilizing ubiquitin-GFP reporter. 67,000 tested, under 10 active. Potency, µM (doses to about 45.9 µM), for the others: top-dose activation (GFP accumulation), actives largely listed as activators. Ubiquitin-GFP reporter cells, proteasome inhibition, GFP fluorescence; response scale: untreated = 0%, 10 µM MG-132 = 100%; active = well fitted activation curve with a large enough effect, not every such curve was filed as active; inconclusive = small, poorly fitted or top-dose-only effect, or another doubt; inactive = no such curve, though single readings can be large or run the other way; also: potency is read from the fitted curve at half-maximal effect
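GFP accumulation read-out: laser plate cytometry counting ubiquitin(G76V)-GFP-expressing U2OS cells after 4 hr compound exposure at 37 °C. Titrations spanned 46 uM to 2.9 nM; 0% = basal, 100% = 10 uM MG-132; concentration-response curves fitted.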
BRCT inh green: BRCA1 BRCT-phosphoprotein interaction inhibition; P38398; BRCA1 BRCT-phosphopeptide binding, green fluorescence polarization; Potency, µM (titrated, usually from 76.9 µM), inactives show at the top dose activity change, negative = inhibition, actives largely listed as inhibitors; 75,000 compounds, 0.05% hits; AID 875;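 also: potency is read from the fitted curve at half-maximal effect; plate controls were peptide without protein for full effect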
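Compounds were incubated for 12 min at room temperature with a complex of 100 nM fluorescein-tagged pBACH1 decapeptide and 250 nM His-tagged BRCT protein. Buffer was phosphate pH 7.3 with EDTA, DTT and Tween 20. Disruption of binding lowers the polarization signal.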
4MU fluor: compound fluoresces in the 4-MU spectral region; compound autofluorescence, 340/450 nm, 4-MU equivalents; hits give high values; max dye-equivalent concentration, M; 59,000 compounds, 11% hits; AID 589; in the data active = max dye-equivalent concentration above about 10 nM; inconclusive = mostly about 1.1 nM to 9.6 nM
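Intrinsic fluorescence at 340/450 nm (ex/em) was read after 15 min at room temperature in pH 8.0, 100 mM Tris. Each compound concentration expressed as 4-MU-equivalent concentration from a six-point 4-MU standard series on each plate.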
Casp7 inh: allosteric or competitive inhibitors of human caspase-7; recombinant caspase-7, Ac-DEVD-AFC fluorescence rate; Potency, µM (top dose mostly 57.5 µM), for the others: top-dose activity change, negative = inhibition, hits mostly inhibitors; 75,000 compounds, 0.02% hits; active = well fitted inhibition curve with a large enough effect in the main read-out, with a control signal flat, not every such curve was filed as active; inconclusive = small, poorly fitted or top-dose-only effect, or a change in a side signal; also: potency is read from the fitted curve at half-maximal effect; % of control where 0% means no effect
An asterisk follows results filed as active; i = inactive; ? = inconclusive; . = not tested or not shown; [ ] = another dose, or the depositor's remark. Unless noted, calls follow the shape of the dose curve; as a rule, active = well fitted curve in the direction sought with a large enough effect; inconclusive = small, poorly fitted or top-dose-only effect, or another doubt; inactive = no such curve, though single readings can be large; an effect the other way counts as inactive or inconclusive. These rows are one share of the data; count on the stated rates, not on these rows.

SMILES | Epigenetic mod | Caspase-1 inhib | A350 autofl | USP2a inh | BRCT inh red | Fluorescein fluor | HEK293 cAMP cs | UbGFP stabilizer | BRCT inh green | 4MU fluor | Casp7 inh
CCOC(=O)N1CCN(C(=O)c2ccc(C)c(S(=O)(=O)Nc3ccccc3)c2)CC1 | 6% | 0% | 2.5e-07M* | -3% | -1.3% | ? | 1% | -2% | -0.6% | 2e-07M* | -1%
COc1cc(C(=O)NCc2nnc(SCC(=O)N3CCc4ccccc43)o2)cc(OC)c1OC | -2% | 0% | i | 29% | -2.3% | i | 3% | 5% | -2.2% | i | 0%
COc1ccc(CNC(=O)CCCCCn2c(SCC#N)nc3cc4c(cc3c2=O)OCO4)cc1 | 0% | 0% | i | -20% | -1.2% | i | ? | 3% | -1.0% | i | 0%
COC(=O)NC(CC(C)=O)c1ccc(Cl)cc1 (stereo not drawn) | . | -4%[11.5 µM] | . | . | 1.7%[15.4 µM] | . | -1%[11.4 µM] | . | 0.3%[15.4 µM] | . | 1%[11.5 µM]
CN(C)C(=O)c1ccc(-c2nc(N3CCOCC3)c3ccccc3n2)cc1 | 5%[9.22 µM] | 0% | 3.7e-08M* | 3% | -0.5% | ? | -9% | -4% | -0.9% | 3.3e-08M* | -3%
COc1ccc(CNc2ncnc3ccc(-c4ccc(N(C)C)cc4)cc23)c(OC)c1 | -3%[9.22 µM] | -8% | i | ? | -0.6% | ? | -50%[inhibitor] | -1% | -0.8% | i | -13%
Cc1ccccc1-c1nccc(NCCN2CCOCC2)n1 | 0%[9.22 µM] | 1% | i | -4% | -0.3% | i | ? | 4% | 2.4% | i | -4%
C1CCC2(CC1)OCC1(CO2)COC2(CCCCC2)OC1 | -3% | 0% | i | 3% | -1.6% | i | 19% | -1% | -0.2% | i | 3%
CC(C)=CCSc1nnc(CCNC(=O)OC(C)(C)C)o1 | 2% | 1% | i | 5% | -0.7% | i | 15% | -2% | -1.4% | i | 0%
COc1ccc2c(c1)Cc1cc(N=[N+]([O-])c3ccc4c(c3)Cc3cc(OC)ccc3-4)ccc1-2 | 7%[9.22 µM] | 2%[11.5 µM] | i | . | 0.0%[15.4 µM] | i | 4%[11.4 µM] | 1%[9.17 µM] | 7.2%[15.4 µM] | i | -3%[11.5 µM]
Cn1cccc1C(=O)N1CCC[C@@]2(CCN(c3ccccn3)C2)C1 | 0%[9.22 µM] | 1% | i | 14% | -1.6% | i | 14% | -2% | -2.9% | i | 1%
CCN(c1ccccc1)S(=O)(=O)c1cccc(C(=O)O)c1 | 1% | -3% | i | -7% | 1.1% | ? | 2% | 4% | 0.0% | i | -1%
CN(c1ccccc1)S(=O)(=O)c1ccc(C(=O)Nc2nnc(-c3ccc(F)cc3)o2)cc1 | 2% | 0% | i | 45%[activator] | -0.1% | i | 22% | -8% | -0.9% | i | -1%
C=CCSc1nc2c(c(=O)[nH]1)C(C(C)C)C(C#N)=C(N)O2 (stereo not drawn) | 0% | 1% | . | . | 1.0% | . | ? | -4% | -0.7% | . | -1%
CCC(c1nnnn1Cc1ccc2c(c1)OCO2)N1CCN(c2ccc(F)cc2)CC1 (stereo not drawn) | 1% | -6% | i | 38%[activator] | 1.7% | i | 16µM* | 1% | 0.2% | i | -1%
CCCCSc1nnc([C@@H](NC(=O)OC(C)(C)C)C(C)C)o1 | -2% | -2% | ? | 5% | -2.4% | i | 21% | 1% | -1.3% | i | 0%
Cc1ccccc1S(=O)(=O)NC1OC(=O)C(Cl)=C1Cl (stereo not drawn) | 23% | -1% | i | -20% | 0.8% | i | 2% | -6% | -2.1% | i | 0%
COc1ccc(S(=O)(=O)N2CCC(C(=O)Nc3cccc(Cl)c3)CC2)cc1OC | . | -3% | . | . | 0.3% | . | -6% | . | -0.3% | . | -2%
COc1ccc(CNc2oc(-c3ccccc3)nc2C#N)cc1 | . | -6% | . | . | -0.1% | . | 20% | 3% | -2.5% | . | -3%
CC(=O)NC(C)(C)C1CC=C(C)/C(=N\O)C1 (stereo not drawn) | 0% | -1% | . | -7% | 2.5% | . | 2% | -2% | 1.3% | . | 0%
COc1ccc(NC(=O)c2oc3ccccc3c2NC(=O)c2ccco2)c(OC)c1 | -1% | -12% | 1.7e-07M* | 9% | 0.1% | ? | 11% | 0% | 0.5% | 1.6e-07M* | -14%
CC(=O)NC1C(=O)N=C(SCC(=O)NC2CCCCC2)NC1=O (stereo not drawn) | 2% | 3% | i | -1% | 0.3% | i | -12% | -3% | -1.0% | i | -2%
O=C(NC1c2ccccc2-c2ccccc21)N1CCOCC1 | -2% | -1% | . | 6%[7.66 µM] | -0.1% | . | -2%[11.4 µM] | ? | -3.3% | . | -14%
COc1ccc(NC(=O)CN2CCC3(O)CCCCC3C2c2cc(OC)ccc2OC)cc1 (stereo not drawn) | -2% | 3% | i | 22% | -1.2% | i | 4% | 0% | -3.2% | i | -1%
CCOC(=O)c1ccccc1NC(=O)Cn1cnc2c(oc3ccccc32)c1=O | 2% | 1% | ? | 14% | 0.4% | i | 26% | -2% | -0.9% | ? | -2%
O=C(OCCN=C1NS(=O)(=O)c2ccccc21)c1cccnc1 | -1% | 4% | ? | -4% | 1.2% | ? | -1% | 1% | 0.1% | i | 0%
COc1ccc(-c2nc(CSCC(=O)N3CCN(C4CCCCC4)CC3)c(C)o2)cc1OC | 3% | -2% | . | . | 1.1% | . | 29% | 0% | -6.9% | . | -4%
CC1CCCC(C)N1C(=O)CSc1nnc(-c2c[nH]c3ccccc23)o1 (stereo not drawn) | -1% | -2% | i | . | -0.5% | i | 11% | -1% | -2.1% | i | 2%
Cc1nc2nc(COc3ccccc3)[nH]n2c(=O)c1C | 2% | -3% | ? | -5% | 0.8% | i | 4% | 0% | 0.3% | ? | -1%
COc1cccc(CN2CCN(C(=O)CC(C)C)CC2)c1 | -1% | 0% | . | -2% | -0.6% | . | 7% | 6% | -1.2% | . | 0%
CO/N=C\c1ccc(C(=O)N2[C@H](c3ccc(C)cc3)[C@@H](C)CC[C@H]2C(=O)OC)cc1 | . | 0%[11.5 µM] | . | . | -0.8%[15.4 µM] | . | 2µM* | . | -1.1%[15.4 µM] | . | 2%[11.5 µM]
CN(C(=O)CN1C(=O)c2ccccc2S1(=O)=O)c1ccccc1C(=O)O | 0% | 0% | i | -2% | 0.5% | i | 4% | 4% | -1.4% | i | 0%
Cc1cccc(NCc2nc(-c3ccccc3)no2)c1 | . | -3% | . | . | -1.6% | . | -3% | 6% | -0.3% | . | -4%
O=C(CSc1ccc2nnc(-c3ccccn3)n2n1)N1CCOCC1 | . | -1% | . | . | 0.6% | . | 9% | -4% | 1.2% | . | -1%
CCNc1ncc2nc(C)c(=O)n(-c3ccc(OC)cc3)c2n1 | 2%[9.22 µM] | -11% | ? | ? | 1.2% | i | 5% | -2% | 0.7% | ? | -19%
Cc1ccccc1OCC(O)Cn1c(=N)n(CCN2CCOCC2)c2ccccc21 (stereo not drawn) | -3% | -2% | i | 5% | 0.1% | i | 10µM* | 1% | -5.8% | i | -1%
COc1ccc(-c2c(C)n([O-])c3c([n+]2=O)CCC3)cc1OC | 3% | 2% | ? | -8% | -2.1% | i | 4% | 0% | -1.7% | ? | 1%
Cc1ccccc1OCC(=O)N(Cc1ccc(N(C)C)cc1)C1CCS(=O)(=O)C1 (stereo not drawn) | -1% | 0% | i | 13% | -0.3% | ? | 5% | 8% | -0.9% | i | -2%
N#Cc1cccc(-c2cc(NCc3cccnc3)ncn2)c1 | 3%[9.22 µM] | 1% | i | 21% | -0.1% | i | -2% | 3% | -0.1% | i | -3%
COC(=O)c1ccccc1NC(=O)CN(Cc1ccccc1)S(C)(=O)=O | -3% | -2% | i | 6% | -0.2% | ? | 11% | 3% | -0.3% | i | 0%
CCCc1c(C)c2ccc(OCC(C)=O)cc2oc1=O | -4% | -1% | 1.8e-08M* | 0% | -1.5% | ? | 3% | -1% | 0.6% | 1.4e-08M* | 1%

3 entries out of the list above, sorted by the number in UbGFP stabilizer, highest first.
SMILES | Epigenetic mod | Caspase-1 inhib | A350 autofl | BRCT inh red | Fluorescein fluor | UbGFP stabilizer | BRCT inh green | 4MU fluor | Casp7 inh
Cc1cccc(NCc2nc(-c3ccccc3)no2)c1 | . | -3% | . | -1.6% | . | 6% | -0.3% | . | -4%
N#Cc1cccc(-c2cc(NCc3cccnc3)ncn2)c1 | 3%[9.22 µM] | 1% | i | -0.1% | i | 3% | -0.1% | i | -3%
COc1ccc(-c2c(C)n([O-])c3c([n+]2=O)CCC3)cc1OC | 3% | 2% | ? | -2.1% | i | 0% | -1.7% | ? | 1%

High-throughput results: PubChem BioAssay, National Center for Advancing Translational Sciences (NCATS)
